p97 ATPase inh: inhibitors of human p97 ATPase; P55072; recombinant p97 ATPase, Kinase-Glo ATP luminescence, 3 h; inhibition, % at 8 µM; 0.42% of 220,000 active; AID 1481; in the data active means inhibition above about 15%;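 further: 0% = DMSO vehicle and 100% = wells lacking enzyme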
Runt-SMMHC FRET: inhibitors of human RUNX1 Runt domain binding to CBFb-SMMHC. inhibition, % at 20 µM. Q01196+Q13951. AID 1434. Cerulean-Runt/Venus-CBFb-SMMHC FRET ratio 530/480, 1 h. 0.74% of 220,000 active;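 active means mean inhibition across duplicate retests at 20 µM reaching about 50%, limit read from the data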;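 further: 0% = DMSO wells and 100% = wells with excess untagged CBFb-SMMHC; inhibitors lower the FRET ratio by blocking Runt binding to CBFb-SMMHC; some results filed as inactive read as strong as hits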
Hck-Nef inh: blocks Nef-activated human Hck kinase; P08631; Recombinant Hck-YEEI plus Nef, Z-Lyte FRET kinase assay; inhibition, % at 20 µM; 0.68% of 220,000 active;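 active means Hck-Nef kinase inhibition above about 50%, limit read from the data; inactive means inhibition below that limit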;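 further: 0% = DMSO with Hck plus Nef and 100% = Hck alone without Nef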
Target sequence (P08631 whole entry, looked up): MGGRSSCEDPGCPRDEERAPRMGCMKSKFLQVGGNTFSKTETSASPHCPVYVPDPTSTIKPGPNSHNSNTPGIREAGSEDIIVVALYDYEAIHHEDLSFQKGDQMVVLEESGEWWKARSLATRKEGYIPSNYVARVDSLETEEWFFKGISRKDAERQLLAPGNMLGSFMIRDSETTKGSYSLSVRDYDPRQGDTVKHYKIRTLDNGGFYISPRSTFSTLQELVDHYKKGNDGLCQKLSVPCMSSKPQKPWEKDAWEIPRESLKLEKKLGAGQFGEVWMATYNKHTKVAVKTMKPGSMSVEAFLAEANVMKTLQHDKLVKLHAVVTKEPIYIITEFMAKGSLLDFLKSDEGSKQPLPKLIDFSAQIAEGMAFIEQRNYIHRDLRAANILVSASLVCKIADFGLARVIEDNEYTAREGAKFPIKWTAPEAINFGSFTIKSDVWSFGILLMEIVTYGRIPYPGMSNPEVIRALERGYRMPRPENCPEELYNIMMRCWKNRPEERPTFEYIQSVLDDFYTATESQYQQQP
NPY Y1 blocker: blocks the human neuropeptide Y Y1 receptor. P25929. HEK293-CNG Y1 cells, membrane potential fluorescence; NPY at EC95, then isoproterenol. inhibition, % at 3.6 µM. 1% of 200,000 active. AID 1040;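 active means inhibition above the campaign mean inhibition of all tested compounds plus 3 SD, cut at about 20% in these data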;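 further: 0% = DMSO wells given NPY plus isoproterenol and 100% = isoproterenol alone without NPY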
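System: HEK293 cells with Y1 receptor plus CNG channel / Probe or stimulus: NPY 25 nM then isoproterenol 1 µM plus Ro 20-1724 25 µM / Compound: one concentration, 3.6 µM, in 0.4% DMSO / Schedule: compound incubation 1 h at room temperature, readout 45 min post-stimulation / Measured by: membrane potential fluorescence / Read-out: % inhibition of NPY effect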
Mdm2 ligase inh: inhibitors of human Mdm2 E3 ubiquitin ligase. Q00987. cell-based MDM2 ubiquitination luciferase reporter, 2 h; 0 = plate control, 100 = twice control, blank-subtracted. signal enhancement, % at 5 µM. 0.11% of 210,000 active. AID 1230;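 active means signal enhancement of 30% or more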;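 further: luminescence tracks abundance of the self-degrading MDM2-luciferase fusion protein; higher signal means inhibition of MDM2 E3 ligase activity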
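Material: Stable MDM2–luciferase fusion reporter cells | Amount: 2000 cells seeded into each well | Dosing: One concentration, 5 µM, with 0.2% DMSO | Incubation: 4 h cell settling then 2 h compound exposure, 37 °C | Measured by: Luciferase luminescence | Read-out basis: % enhancement relative to plate controls after blank subtraction | Benchmarks: Control and blank well means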
NPY1 pot ag: potentiates or activates human NPY-Y1 receptor; P25929; NPY-Y1 expressing cells, potentiator/agonist activation; activation, % at 3.6 µM; 0.37% of 220,000 active; in the data active means activation above about 33%, passing the limit was not always enough;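 further: cells stimulated with NPY at EC10 then isoproterenol at EC100; 0% = low agonist plus stimulus and 100% = saturating agonist plus stimulus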
RBBP9 inhibitor: human RBBP9 hydrolase inhibition; O75884; recombinant RBBP9, FP-Rh probe fluorescence polarization; inhibition, % at 7.94 µM; 0.2% of 220,000 active; AID 1515;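 active means inhibition above the campaign mean of all tested compounds plus 3 SD, cut at about 14% in these data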;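 further: plate controls were DMSO wells with RBBP9 for no effect and wells lacking RBBP9 protein for full effect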
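Controls: DMSO-treated enzyme wells and wells lacking RBBP9 | Material: RBBP9 protein | Technique: Fluorescence polarization | Replication: Single well per compound, no replicates | Buffer or medium: Tris-NaCl-Pluronic buffer, pH 8.0 | Timing: 30 min compound preincubation, 45 min probe labeling, 25 °C | Read-out basis: Percent inhibition from mP, scaled between DMSO and no-protein wells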
Runt-CBFb FRET: inhibitors of human RUNX1 Runt domain binding to CBFb. Q01196+Q13951. Cerulean-Runt/Venus-CBFb FRET ratio 530/480, 1 h. inhibition, % at 20 µM. 0.46% of 220,000 active. AID 1496;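 active means inhibition over about 50% at 20 µM in the single-dose screen, limit read from the data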;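 further: 0% = DMSO wells and 100% = excess unlabeled CBFb competitor control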
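test system = Cerulean-Runt domain fusion protein, energy donor | probe or stimulus = Venus-CBFb binding partner, 100 nM | incubation = two 1 h room-temperature incubations shielded from light | detection = fluorescence energy transfer, 422 nm excitation, 530/480 nm emission | measure = loss of energy transfer signal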
NPY2 pot ag: human NPY-Y2 potentiation or agonism, primary screen; P49146; cells expressing NPY-Y2, potentiator/agonist read-out; activation, % at 3.6 µM; 0.45% of 220,000 active; AID 1359; in the data active means activation above about 27%;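 further: cells stimulated with NPY near EC25 plus isoproterenol at EC100; 0% = vehicle plus submaximal agonist and 100% = vehicle plus saturating agonist; some results beyond the cut were filed as inactive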
Target sequence (P49146 whole entry, looked up): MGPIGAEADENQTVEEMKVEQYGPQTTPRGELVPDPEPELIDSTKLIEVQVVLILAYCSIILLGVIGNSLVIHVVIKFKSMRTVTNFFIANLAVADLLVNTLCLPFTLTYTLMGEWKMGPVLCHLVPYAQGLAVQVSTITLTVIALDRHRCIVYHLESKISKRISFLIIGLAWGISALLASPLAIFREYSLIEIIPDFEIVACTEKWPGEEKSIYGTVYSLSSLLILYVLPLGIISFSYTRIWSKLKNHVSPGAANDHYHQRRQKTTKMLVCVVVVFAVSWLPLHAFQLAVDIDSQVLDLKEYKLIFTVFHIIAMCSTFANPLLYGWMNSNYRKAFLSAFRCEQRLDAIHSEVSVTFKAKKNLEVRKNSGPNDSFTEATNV
* hit, by the source's call. Rows were taken by chance (roughly 3.5% active in at least one column).

Screening C=CCN=Cc1sc2ccc(OCC)cc2c1O returned p97 ATPase inh 9, Runt-SMMHC FRET -51, Hck-Nef inh 5, NPY Y1 blocker 14, Mdm2 ligase inh -4, NPY1 pot ag 2, RBBP9 inhibitor -7, Runt-CBFb FRET 7 and NPY2 pot ag 17.
CN(c1ccccc1C(=O)Nc1ccc(F)c(Cl)c1)S(C)(=O)=O was read as p97 ATPase inh 1, Runt-SMMHC FRET -3, Hck-Nef inh 3, NPY Y1 blocker 0, Mdm2 ligase inh -2, NPY1 pot ag -2, RBBP9 inhibitor -1, Runt-CBFb FRET 0 and NPY2 pot ag -2.
Screening CCCCC(=O)Nc1ccc2c(c1)oc1ccccc12 returned p97 ATPase inh 8, Runt-SMMHC FRET 1, Hck-Nef inh -1, NPY Y1 blocker 0, Mdm2 ligase inh -2, NPY1 pot ag 18, RBBP9 inhibitor 4, Runt-CBFb FRET -2 and NPY2 pot ag -12.
`COc1cc(OC)c(OC)cc1/C=N/n1c(C)nnc1C` gave p97 ATPase inh 2, Runt-SMMHC FRET 2, Hck-Nef inh 1, NPY Y1 blocker 0, Mdm2 ligase inh -8, NPY1 pot ag 8, RBBP9 inhibitor -9, Runt-CBFb FRET 0 and NPY2 pot ag -12.
`CC1CN(CCCCOc2ccc(F)cc2)CC(C)O1` (stereo unspecified) gave p97 ATPase inh -1, Runt-SMMHC FRET 0, Hck-Nef inh 2, NPY Y1 blocker -3, Mdm2 ligase inh -10, NPY1 pot ag 3, RBBP9 inhibitor -2, Runt-CBFb FRET -1 and NPY2 pot ag 3.
O=C(CNc1cccc2ccccc12)N/N=C/C(Br)=C/c1ccccc1 was read as p97 ATPase inh 5, Runt-SMMHC FRET -1, Hck-Nef inh 0, NPY Y1 blocker 2, Mdm2 ligase inh -15, NPY1 pot ag 2, RBBP9 inhibitor -5 and NPY2 pot ag -7.
Screening C[C@]12C=CC(=O)C=C1CCC1C3CC[C@](O)(C(=O)CO)[C@@]3(C)CC3OC312 (stereo partly specified) returned p97 ATPase inh 4, Runt-SMMHC FRET -1, Hck-Nef inh 3, NPY Y1 blocker -1, Mdm2 ligase inh -4, NPY1 pot ag 8, RBBP9 inhibitor -8, Runt-CBFb FRET -2 and NPY2 pot ag -7.
Screening CCCCOc1ccc(NC(=O)Nc2nnc(C)s2)cc1 returned p97 ATPase inh -9, Runt-SMMHC FRET -2, Hck-Nef inh 2, Mdm2 ligase inh -3, NPY1 pot ag 17, RBBP9 inhibitor -22, Runt-CBFb FRET -1 and NPY2 pot ag -1.
For COc1ccc(C(=O)/C=C/c2ccccc2C(F)(F)F)cc1 the results were p97 ATPase inh 2, Runt-SMMHC FRET 1, Hck-Nef inh 4, NPY Y1 blocker 3, Mdm2 ligase inh 1, NPY1 pot ag 3, RBBP9 inhibitor -6, Runt-CBFb FRET -4 and NPY2 pot ag -12.
For Cc1ccc2oc(-c3ccccc3)nc2c1 the results were p97 ATPase inh -4, Runt-SMMHC FRET -3, Hck-Nef inh -1, NPY Y1 blocker 2, Mdm2 ligase inh -59, NPY1 pot ag -57, RBBP9 inhibitor -5, Runt-CBFb FRET 0 and NPY2 pot ag 7.
For Cc1occc1-c1nnc(SCC(=O)N2CCOCC2)o1 the results were p97 ATPase inh 2, Runt-SMMHC FRET 2, Hck-Nef inh 2, NPY Y1 blocker -2, Mdm2 ligase inh -15, NPY1 pot ag -6, RBBP9 inhibitor -4, Runt-CBFb FRET 0 and NPY2 pot ag 4.
O=C(Nc1ccccc1-c1ccccc1)c1cccs1 was read as p97 ATPase inh -1, Runt-SMMHC FRET 1, Hck-Nef inh -10, NPY Y1 blocker 7, Mdm2 ligase inh -14, NPY1 pot ag -6, RBBP9 inhibitor 3, Runt-CBFb FRET -1 and NPY2 pot ag -22.

Brought forward from above: three compounds, then new ones.
For Cc1ccc2oc(-c3ccccc3)nc2c1 the results were p97 ATPase inh -4, Runt-SMMHC FRET -3, Hck-Nef inh -1, NPY Y1 blocker 2, Mdm2 ligase inh -59, NPY1 pot ag -57, RBBP9 inhibitor -5, Runt-CBFb FRET 0 and NPY2 pot ag 7.
For Cc1occc1-c1nnc(SCC(=O)N2CCOCC2)o1 the results were p97 ATPase inh 2, Runt-SMMHC FRET 2, Hck-Nef inh 2, NPY Y1 blocker -2, Mdm2 ligase inh -15, NPY1 pot ag -6, RBBP9 inhibitor -4, Runt-CBFb FRET 0 and NPY2 pot ag 4.
O=C(Nc1ccccc1-c1ccccc1)c1cccs1 was read as p97 ATPase inh -1, Runt-SMMHC FRET 1, Hck-Nef inh -10, NPY Y1 blocker 7, Mdm2 ligase inh -14, NPY1 pot ag -6, RBBP9 inhibitor 3, Runt-CBFb FRET -1 and NPY2 pot ag -22.
Screening O=C(O)CCn1c2c(c3ccccc31)CCCC2 returned p97 ATPase inh -2, Runt-SMMHC FRET -28, Hck-Nef inh -6, NPY Y1 blocker 8, Mdm2 ligase inh -17, NPY1 pot ag -22, RBBP9 inhibitor 3, Runt-CBFb FRET -37 and NPY2 pot ag -19.
Screening S=C(NCCc1ccccc1)NCc1cccs1 returned p97 ATPase inh 3, Runt-SMMHC FRET -6, Hck-Nef inh 7, NPY Y1 blocker -5, Mdm2 ligase inh 4, NPY1 pot ag 21, RBBP9 inhibitor 0, Runt-CBFb FRET 2 and NPY2 pot ag 4.
O=C(c1nc2ccccn2c1CNCCn1ccc2ccccc21)N1CCOCC1 was read as p97 ATPase inh -1, Runt-SMMHC FRET -1, Hck-Nef inh -14, Mdm2 ligase inh -3, NPY1 pot ag -2, RBBP9 inhibitor -4, Runt-CBFb FRET 0 and NPY2 pot ag -10.
For CCOP(=O)(OCC)/C(=C/N1CCCCC1)NC(=O)c1ccccc1 the results were p97 ATPase inh 2, Runt-SMMHC FRET 3, Hck-Nef inh 24, NPY Y1 blocker 4, Mdm2 ligase inh -10, NPY1 pot ag 4, RBBP9 inhibitor 6, Runt-CBFb FRET 2 and NPY2 pot ag -5.
For COc1ccc(OC)c(NC(=O)Cc2coc3ccc(C)cc23)c1 the results were p97 ATPase inh -8, Runt-SMMHC FRET -2, Hck-Nef inh 6, NPY Y1 blocker 9, Mdm2 ligase inh -7, NPY1 pot ag -9, RBBP9 inhibitor -6, Runt-CBFb FRET -4 and NPY2 pot ag -13.
CCCCC1CCC(/C(N)=N/O)CC1 (stereo unspecified) was read as p97 ATPase inh -8, Runt-SMMHC FRET -7, Hck-Nef inh 0, NPY Y1 blocker 1, Mdm2 ligase inh -6, NPY1 pot ag -10, RBBP9 inhibitor -2, Runt-CBFb FRET -2 and NPY2 pot ag -11.
`Nc1ccc(S(=O)(=O)Nc2ccnn2-c2ccccc2)cc1` gave Runt-SMMHC FRET 0, Hck-Nef inh 26, Mdm2 ligase inh 6 and Runt-CBFb FRET 1.
For COc1cccc(CNC(=O)c2n[nH]c3ccccc23)c1 the results were p97 ATPase inh -1, Runt-SMMHC FRET 3, Hck-Nef inh 26, NPY Y1 blocker -3, Mdm2 ligase inh -11, NPY1 pot ag -12, RBBP9 inhibitor -9, Runt-CBFb FRET -2 and NPY2 pot ag 5.
COc1ccc(OC)c(NC(=O)CN(C)S(=O)(=O)c2ccc(Cl)cc2)c1 was read as p97 ATPase inh 1, Runt-SMMHC FRET -13, Hck-Nef inh 15, NPY Y1 blocker 7, Mdm2 ligase inh -1, NPY1 pot ag 25, RBBP9 inhibitor -4, Runt-CBFb FRET 1 and NPY2 pot ag 11.
Screening Cc1cccc(N2CCN(C(=O)Cn3sc4nc(C)cc(C)c4c3=O)CC2C)c1 (stereo unspecified) returned p97 ATPase inh 5, Runt-SMMHC FRET 74*, Hck-Nef inh 1, NPY Y1 blocker -2, Mdm2 ligase inh -3, NPY1 pot ag -3, RBBP9 inhibitor 19*, Runt-CBFb FRET -20 and NPY2 pot ag 9.
Screening Cc1ccc(Nc2nc(N)nc(CSc3nnc(C)s3)n2)cc1 returned p97 ATPase inh 9, Runt-SMMHC FRET 3, Hck-Nef inh 30, Mdm2 ligase inh 2, NPY1 pot ag 18, RBBP9 inhibitor -10, Runt-CBFb FRET 0 and NPY2 pot ag 3.
Screening NC(=O)c1nnsc1-c1ccc(-c2snnc2C(N)=O)cc1 returned p97 ATPase inh 8, Runt-SMMHC FRET 3, Hck-Nef inh 3, Mdm2 ligase inh -13, NPY1 pot ag 8, RBBP9 inhibitor 0, Runt-CBFb FRET 0 and NPY2 pot ag -13.
CCOC(=O)N/N=C/c1ccc(Oc2ccccc2)cc1 was read as p97 ATPase inh 1, Runt-SMMHC FRET -1, Hck-Nef inh -2, NPY Y1 blocker -5, Mdm2 ligase inh -3, NPY1 pot ag -2, RBBP9 inhibitor 1, Runt-CBFb FRET 0 and NPY2 pot ag -1.
`Cc1ccc(S(=O)(=O)N(C)c2ccc(C(=O)NCc3ccccn3)cc2)cc1` gave p97 ATPase inh 1, Runt-SMMHC FRET 0, Hck-Nef inh 13, NPY Y1 blocker 7, Mdm2 ligase inh -6, NPY1 pot ag 2, RBBP9 inhibitor 0, Runt-CBFb FRET -1 and NPY2 pot ag 18.
`Cc1cccc(OCCc2nnc(N)s2)c1C` gave p97 ATPase inh 1, Runt-SMMHC FRET 0, Hck-Nef inh 2, NPY Y1 blocker 5, Mdm2 ligase inh -8, NPY1 pot ag -4, RBBP9 inhibitor -10, Runt-CBFb FRET -3 and NPY2 pot ag -6.
COc1ccc2ncn(-c3ccccc3)c2c1 was read as p97 ATPase inh 1, Runt-SMMHC FRET 1, Hck-Nef inh 6, NPY Y1 blocker 3, Mdm2 ligase inh -12, NPY1 pot ag -22, RBBP9 inhibitor -9, Runt-CBFb FRET 0 and NPY2 pot ag 7.
`CC1=C(C(=O)Nc2ccccn2)C(c2ccc3c(c2)OCO3)C2=C(CC(C)(C)CC2=O)N1` (stereo unspecified) gave p97 ATPase inh 7, Runt-SMMHC FRET 20, Hck-Nef inh 40, NPY Y1 blocker -4, Mdm2 ligase inh -1, NPY1 pot ag 1, RBBP9 inhibitor -5, Runt-CBFb FRET 10 and NPY2 pot ag -12.

Assay outcomes (PubChem BioAssay)
